# Assay outcomes: PubChem BioAssay, several laboratories
# IL1B NFkB pot – enhances IL-1B driven NFkB nuclear translocation; HUVEC IL-1B NFkB p65 nuclear translocation imaging; activation, % at 2 µM; hit rate 0.3% among 94,000;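 active means activation above 40%, about the mean plus 3 SD, also judged a hit on visual image review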;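 further: percent activation is computed from the nuclear over cytoplasmic p65 intensity ratio; values of inactives mirror those of a sister screen read the other way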
# MRP reversal – MRP-mediated drug resistance reversal | hit rate 0.04% among 85,000 | AID 602 | H69AR cells + 2 uM doxorubicin, CellTiter-Glo, 72 h | differential viability (reversal), % at 10 µM;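 active means viability drop by adding the cancer drug above about 55%, with treated viability meeting a 40% cutoff, limit read from the data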;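 further: viability without doxorubicin minus viability with 2 µM doxorubicin for each compound; larger differential means the compound sensitizes cells more to doxorubicin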
# NFkB transloc inh – blocks IL-1B driven NFkB nuclear translocation in HUVEC cells | HUVEC IL-1B NFkB p65 nuclear translocation imaging | inhibition, % at 2 µM | hit rate 0.43% among 94,000 | AID 796;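 active means inhibition above about 30% together with a positive call from visual inspection of the well image, limit read from the data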;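 further: nuclear over cytoplasmic p65 intensity ratio measured by imaging; 0% = IL-1B stimulated DMSO wells and 100% = unstimulated DMSO wells; values of inactives mirror those of a sister screen read the other way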
# PLAP inhibition – PLAP enzyme inhibitors, biochemical, luminescence, HTS (AID 690); purified PLAP, luminescent substrate; higher % means a stronger effect; inhibition, % at 20 µM; hits with a dose series show IC50 in µM; hit rate 0.08% among 96,000; in the data active means a potency from the dose series; inactive means the rest, 99 in 100 with inhibition below about 30%; further: strong numbers were not always called active
# Bcl-B TR3 displacers – displacers of TR3 peptide from Bcl-B, primary screen, selectivity assay for Bfl-1 inhibitor project, biochemical, fluorescence polarization; displacement, % at 20 µM; hits with a dose series show IC50 in µM; FP displacement of FITC-TR3 peptide from Bcl-B; higher % means a stronger effect; hit rate 0.11% among 96,000; AID 748;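 active means displacement above 50% at 20 µM plus a fluorescence interference ratio under 1.5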;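 further: plate controls were wells without compound for no effect and wells lacking Bcl-B protein for full effect; a part of the inactive calls stands beside numbers as strong as those of hits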
# MRP reversal cytotoxicity – also measured in MRP reversal; calls as there; viability, %; H69AR cells, CellTiter-Glo, 72 h; measured here: cytotoxicity without doxorubicin
# MRP reversal with doxorubicin – recorded beside MRP reversal, whose call it bears; viability, %; measured here: viability with 2 uM doxorubicin; hits give low values
# NFkB transloc inh cell count 2 µM – second read-out of NFkB transloc inh, no call of its own (marks repeat the call); cell count; measured here: cells passing quality filter;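 raw number of nuclei counted in each imaged well without normalization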
# IL1B NFkB pot cell count 2 µM – also measured in IL1B NFkB pot; calls as there; cell count; measured here: cells passing quality filter
# An asterisk follows results filed as active; / = not tested or not shown. This is a subset; the hit share may differ from the screen's.
SMILES,IL1B NFkB pot,IL1B NFkB pot cell count 2 µM,MRP reversal,MRP reversal cytotoxicity,MRP reversal with doxorubicin,NFkB transloc inh,NFkB transloc inh cell count 2 µM,PLAP inhibition,Bcl-B TR3 displacers
Cc1ccc(CNS(=O)(=O)c2cn(C)cn2)cc1,17,195,-7,103,110,-17,195,14%,0%
Cc1cc(C)c2c(=O)[nH]c(SCC(=O)N3CCCCC3)nc2n1,-1,112,9,85,76,1,112,-2%,4%
CCCS(=O)(=O)N1CCN(CC2CC3C=CC2C3)CC1 (centres undefined),10,177,/,/,/,-10,177,-8%,5%
O=C(Nc1ccc(N2CCCC2)c(Cl)c1)c1ccco1,/,/,9,94,85,/,/,33%,1%
CNC(=O)CN(c1ccc(C(C)C)cc1)S(C)(=O)=O,11,48,13,102,89,-11,48,8%,9%
CCn1c(=O)c(C)nn2c3ccccc3nc12,/,/,22,108,87,/,/,18%,-7%
Cc1nn(-c2ccccc2)c2sc(C(=O)NCCN3CCOCC3)cc12,8,132,-15,58,73,-8,132,-39%,-8%
Cc1ccc2nc(NC(=O)CN(C)S(=O)(=O)c3ccc(Br)s3)sc2c1,-38,45,-34,21,56,38*,45*,2%,-2%
Cc1ccc(NC(=O)c2sc(Cl)nc2-c2ccccc2)cc1C,15,139,/,/,/,-15,139,5%,4%
CN(C)c1ccc(C2OC(=O)C(C)(C)C(=O)C2(C)C)cc1 (centres undefined),7,172,9,89,80,-7,172,-19%,17%
N#Cc1c(C(F)(F)F)cc(-c2ccccc2)nc1SCCN1CCOCC1,7,156,/,/,/,-7,156,-12%,3%
CCC(C)(C)n1nnnc1C(c1cccc(C#N)c1)N1CCN(c2cc(C)ccc2C)CC1 (centres undefined),/,/,13,78,66,/,/,-67%,-5%
COc1ccc(N(C(=O)Cn2nnc3ccccc32)C(C(=O)NCc2ccco2)c2cccnc2)cc1 (centres undefined),4,151,8,93,85,-4,151,3%,-13%
CCOC(=O)C1CCCN(c2c(N3CCN(C4CCCCC4)CC3)c(=O)c2=O)C1 (centres undefined),3,189,9,89,80,-3,189,-37%,11%
C/C(=N\NC(=O)CSCc1ccc(Cl)cc1)c1ccc(NC(=O)c2ccccc2)cc1,0,130,/,/,/,0,130,20%,-10%
CC(C)COC(=O)c1cc(=O)[nH]c2ccccc12,-7,103,6,96,89,8,103,3%,10%
CC(=O)Nc1ccc(S(=O)(=O)N2CCSC2C(=O)O)cc1 (centres undefined),-1,65,-5,94,99,1,65,18%,4%
O=C(COc1ccc(-c2nnco2)cc1)N1CCN(S(=O)(=O)c2ccc3ccccc3c2)CC1,12,161,-6,36,42,-12,161,-31%,10%
Brc1ccc(-c2nc(N/N=C/c3cccnc3)c3ccccc3n2)cc1,-16,186,-4,11,15,16,186,-70%,12%
O=C(Cn1c(CC(=O)N2CCCC2)nc2ccccc21)NCc1ccccc1,18,173,10,94,84,-18,173,-16%,-2%
CN(C)C(/C=C/Nc1ccc(F)cc1F)=C(C#N)C#N,/,/,/,/,/,/,/,12%,-4%
COCCOC(=O)C1=C(C)N=c2s/c(=C\c3cccs3)c(=O)n2C1c1cccs1 (centres undefined),13,171,7,81,74,-13,171,-16%,-16%
CCc1ccc(NC(=O)N(CCN2CCOCC2)C2CCN(C(C)=O)CC2)cc1,-1,92,14,89,76,1,92,-22%,6%
Cc1cc(C)cc(NC(=O)CN2CCC(NC(=O)Cc3ccccc3)CC2)c1,-11,62,/,/,/,11,62,-24%,-5%
Cc1c(C(=O)N2CCN(c3ccccn3)CC2)sc2ncnc(N3CCOCC3)c12,3,44,4,89,85,-3,44,-75%,0%

# Reprinted at random: 6 compounds from above, in no set order.
SMILES,IL1B NFkB pot,IL1B NFkB pot cell count 2 µM,MRP reversal,MRP reversal cytotoxicity,MRP reversal with doxorubicin,NFkB transloc inh,NFkB transloc inh cell count 2 µM,PLAP inhibition,Bcl-B TR3 displacers
CC(C)COC(=O)c1cc(=O)[nH]c2ccccc12,-7,103,6,96,89,8,103,3%,10%
CNC(=O)CN(c1ccc(C(C)C)cc1)S(C)(=O)=O,11,48,13,102,89,-11,48,8%,9%
COCCOC(=O)C1=C(C)N=c2s/c(=C\c3cccs3)c(=O)n2C1c1cccs1 (centres undefined),13,171,7,81,74,-13,171,-16%,-16%
N#Cc1c(C(F)(F)F)cc(-c2ccccc2)nc1SCCN1CCOCC1,7,156,/,/,/,-7,156,-12%,3%
CN(C)C(/C=C/Nc1ccc(F)cc1F)=C(C#N)C#N,/,/,/,/,/,/,/,12%,-4%
CCOC(=O)C1CCCN(c2c(N3CCN(C4CCCCC4)CC3)c(=O)c2=O)C1 (centres undefined),3,189,9,89,80,-3,189,-37%,11%

# Later entries:
SMILES,IL1B NFkB pot,IL1B NFkB pot cell count 2 µM,MRP reversal,MRP reversal cytotoxicity,MRP reversal with doxorubicin,NFkB transloc inh,NFkB transloc inh cell count 2 µM,PLAP inhibition,Bcl-B TR3 displacers
CCOC(=O)c1ccc(NC(=S)Nc2ccccn2)cc1,0,100,/,/,/,0,100,15%,13%
COc1ccc(/C=C2/SC(=S)N(n3c(C)ccc3C)C2=O)cc1,15,86,-8,65,73,-15,86,25%,2%
O=C(NNC(=O)c1cccnc1)Nc1cccc2ccccc12,/,/,/,/,/,/,/,-55%,9%
COC(=O)c1cn(CC(=O)N2CCCCC2C)c2ccccc12 (centres undefined),1,171,-15,59,73,-1,171,0%,-7%
CCOc1ccc(C2/C(=C(/O)c3ccc(Cl)cc3)C(=O)C(=O)N2CCCN(C)C)cc1OC (centres undefined),/,/,2,92,90,/,/,-13%,-5%
Cc1nn(-c2ccccc2)c(Cl)c1/C=N/Nc1ccc(S(=O)(=O)Nc2ccccc2C(=O)O)cc1[N+](=O)[O-],7,164,16,100,84,-7,164,-5%,62%*
COC(=O)c1ccccc1Sc1c(/C=N/OCc2ccc(Cl)cc2)c(C(F)(F)F)nn1C,6,56,3,79,76,-6,56,-8%,-5%
CCc1c(C)nc(N2CCOCC2)[nH]c1=O,10,143,/,/,/,-10,143,-30%,2%
O=C(O)C1CCCCC1C(=O)NCCCCc1ccccc1 (centres undefined),4,90,3,97,94,-4,90,-34%,13%
Cc1cc(C)nc(SCSc2nc(C)cc(C)n2)n1,/,/,4,91,87,/,/,-6%,-1%
Cc1ccc2c(C(=O)CN3CCCC3)c(C)[nH]c2c1,-3,179,0,84,85,3,179,-6%,-15%
CCc1nnc(NC(=O)c2cc3ccccc3oc2=O)s1,-2,131,-9,94,103,2,131,-3%,2%
O=C(CSc1nnc(-c2ccc(Cl)cc2Cl)n1C1CCCCC1)NC1CCS(=O)(=O)C1 (centres undefined),-1,187,1,91,90,1,187,-40%,8%
Cc1c(C(=O)N2CCCC2)sc(NC(=O)c2cccs2)c1C#N,15,123,19,95,76,-15,123,2%,-13%
O=C1CC(N2CCCc3ccccc32)C(=O)N1c1ccccc1 (centres undefined),-3,170,2,103,101,3,170,7%,5%
CC(=O)c1coc2ccc(OCC(=O)O)cc12,16,159,-30,60,90,-16,159,/,/
Cc1c(NC(=O)c2cc(-c3ccc(Cl)s3)nc3ccccc23)c(=O)n(-c2ccccc2)n1C,-8,99,/,/,/,8,99,-10%,9%
O=C(c1ccc(S(=O)(=O)N2CCOCC2)cc1)N(c1ccc(F)cc1)C1C=CS(=O)(=O)C1 (centres undefined),6,140,7,98,91,-6,140,-32%,1%
O=C(c1ccc(C#CC2(O)CCCCC2)cc1)N1CCN(C(c2ccccc2)c2ccccc2)CC1,-8,163,-33,34,67,8,163,-68%,-8%
CCOC(=O)CCn1c2nc(C)cc(C)c2c(=O)n1-c1ccccc1,8,209,-5,82,87,-8,209,2%,3%
Cc1nc(N2C(=O)C(=O)/C(=C(/O)c3ccccc3)C2c2ccco2)sc1C (centres undefined),3,117,2,87,85,-3,117,-11%,-5%
COc1ccc(NC(=O)C(=O)NCc2ccncc2)c(OC)c1,5,191,/,/,/,-5,191,-7%,-1%
CCCc1cc(C(=O)Nc2sc3c(c2C#N)CCC3)no1,0,46,-20,73,92,0,46,-5%,5%
Cn1c(SCCOc2ccc(Cl)cc2)nnc1-c1ccncc1,-7,113,3,90,87,7,113,-8%,1%
O=C(c1cc(=O)c2ccccc2o1)N1CCCc2ccccc21,4,104,-13,98,110,-4,104,-2%,5%
# (further entries)
SMILES,IL1B NFkB pot,IL1B NFkB pot cell count 2 µM,MRP reversal,MRP reversal cytotoxicity,MRP reversal with doxorubicin,NFkB transloc inh,NFkB transloc inh cell count 2 µM,PLAP inhibition,Bcl-B TR3 displacers
COc1ccc(CCNC(=O)c2cnc3scc(C)n3c2=O)cc1OC,0,67,0,78,78,0,67,/,/
Cc1ccc(-c2ccc(S(=O)(=O)N3CCN(C)CC3)cc2)cc1,/,/,2,94,92,/,/,-44%,-10%
CC(Sc1ccccn1)C(=O)Nc1ccccc1 (centres undefined),-2,94,19,100,80,2,94,12%,-3%
Cc1ccc(C2NC(c3ccc(C)cc3)C(C)C(=NO)C2C)cc1 (centres undefined),-1,130,/,/,/,1,130,-6%,-3%
C=CCNc1sc(C(=O)c2ccc(Br)s2)c(N)c1C#N,-12,185,19,112,93,12,185,11%,-70%
CCCCn1c(SCn2nnc3ccccc3c2=O)nc2cc(C(=O)OC)ccc2c1=O,/,/,24,93,69,/,/,-20%,1%
COc1ccc(C2C(C(=O)NCCN3CCOCC3)c3ccccc3C(=O)N2C)cc1OC (centres undefined),26,110,-6,87,93,-26,110,-14%,-2%
CCNc1nc(NC#N)nc(SCC(=O)OCC)n1,-15,163,16,111,95,15,163,-2%,-1%
COc1ccc(-c2csc(Nc3ncccc3C)n2)cc1,7,122,6,86,81,-7,122,/,/
COc1ccccc1CC(=O)N1CCN(c2ccccn2)CC1,3,157,14,105,92,-3,157,-2%,19%
COC(=O)CSc1nnc(CNc2nc(-c3ccccc3)cs2)n1C,26,136,5,99,94,-26,136,/,/
O=C(Nc1cc(Cl)ccn1)C1CCN(S(=O)(=O)c2cccs2)CC1,-10,125,11,94,83,10,125,18%,-13%
Cc1ccc(S(=O)(=O)NNC(=O)CCC(=O)Nc2ccc(C)c(C)c2)cc1,-2,112,/,/,/,2,112,-7%,-5%
O=C(CN(Cc1ccco1)C(=O)CCC(=O)Nc1ccccn1)NCCc1ccccc1,16,122,19,105,86,-16,122,-72%,14%
c1csc(CSc2nc3ccccc3s2)c1,/,/,-5,92,98,/,/,14%,-9%
CCOc1[nH]n(-c2ccc(Cl)cc2)c(=O)c1C=Nc1ccc(Cl)cc1,-7,141,/,/,/,7,141,-15%,4%
CCc1c(O)nc(SCC(=O)Nc2ccccc2)n(-c2ccccc2)c1=O,-9,141,4,105,102,9,141,6%,-12%
CC(C)n1c(N2CCN(C(=O)N3CCCCC3)CC2)nc2ccccc21,-1,147,0,93,93,1,147,-35%,1%
c1ccc(Cc2nnc3n2CCCCC3)cc1,14,152,/,/,/,-14,152,7%,-2%
O=C(CSc1nc2ccccc2[nH]1)NCCCn1ccnc1,/,/,8,100,92,/,/,-103%,1%
CN(C)c1cccc(C(=O)Nc2cccc(F)c2)c1,11,64,22,83,61,-11,64,16%,0%
Cc1ccc(N2C(=O)CC(N3CCN(C)CC3)C2=O)cc1 (centres undefined),8,119,2,88,86,-8,119,/,/
COc1cccc(C2C(C#N)=C(N)Oc3cc(C)n(Cc4ccccn4)c(=O)c32)c1OC (centres undefined),-11,178,-2,89,91,11,178,-5%,-3%
Cc1ccc(C(=O)c2coc3ccc(O)c(Cl)c23)cc1,4,191,1,89,89,-4,191,-18%,4%
CC(=O)c1cc2c(cc1NS(=O)(=O)c1ccc3c(c1)OCCO3)OCO2,-2,189,-13,65,78,2,189,5%,2%
Cc1nccn1CC(O)COC1CCCCC1 (centres undefined),9,149,4,98,93,-9,149,17%,3%
Cc1ccccc1C(=O)N1CCN(c2ccc([N+](=O)[O-])c(NCc3ccco3)c2)CC1,11,102,/,/,/,-11,102,0%,2%
COc1cc(Cl)c(C)cc1NC(=O)CCCN1C(=O)CCC1=O,16,57,-2,86,87,-16,57,15%,-5%
Oc1ccccc1/C=N/Nc1nccnc1Cl,34,174,-17,43,60,-34,174,-44%,-4%
COc1cccc2cc(C(=O)N(Cc3ccccc3)CC3CCCO3)c(=O)oc12 (centres undefined),-1,92,24,98,74,1,92,/,/
